Screens (PubChem BioAssay)
RGS4 block: inhibitors of human RGS4; 0.45% of 310,000 active; B-score at 10 µM; P49798; HEK293 M3R/RGS4 inducible, Fluo-4 calcium flux; stronger effect = higher value; triggered by carbachol at its EC20;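 active = B-score, a plate-corrected calcium signal, over three deviations above library mean, with baseline fluorescence within five deviations of library mean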;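 also: RGS4 expression induced by doxycycline in cells with stable M3 receptor; B-score is computed from the integrated fluorescence ratio over baseline after carbachol; higher B-score means a larger calcium signal and so more RGS4 inhibition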
KCNQ1 inh: inhibitors of human KCNQ1 potassium channel; P51787; 1.3% of 310,000 active; CHO-K1 KCNQ1, FluxOR thallium flux fluorescence; stronger effect = higher value; B-score at 10 µM;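 active = compounds whose thallium flux B-score, printed positive for inhibition, exceeds three library SD while starting fluorescence stays within three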;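 also: channel opened by potassium depolarization with thallium stimulus after 20 min compound exposure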
Target sequence (P51787 whole entry, looked up): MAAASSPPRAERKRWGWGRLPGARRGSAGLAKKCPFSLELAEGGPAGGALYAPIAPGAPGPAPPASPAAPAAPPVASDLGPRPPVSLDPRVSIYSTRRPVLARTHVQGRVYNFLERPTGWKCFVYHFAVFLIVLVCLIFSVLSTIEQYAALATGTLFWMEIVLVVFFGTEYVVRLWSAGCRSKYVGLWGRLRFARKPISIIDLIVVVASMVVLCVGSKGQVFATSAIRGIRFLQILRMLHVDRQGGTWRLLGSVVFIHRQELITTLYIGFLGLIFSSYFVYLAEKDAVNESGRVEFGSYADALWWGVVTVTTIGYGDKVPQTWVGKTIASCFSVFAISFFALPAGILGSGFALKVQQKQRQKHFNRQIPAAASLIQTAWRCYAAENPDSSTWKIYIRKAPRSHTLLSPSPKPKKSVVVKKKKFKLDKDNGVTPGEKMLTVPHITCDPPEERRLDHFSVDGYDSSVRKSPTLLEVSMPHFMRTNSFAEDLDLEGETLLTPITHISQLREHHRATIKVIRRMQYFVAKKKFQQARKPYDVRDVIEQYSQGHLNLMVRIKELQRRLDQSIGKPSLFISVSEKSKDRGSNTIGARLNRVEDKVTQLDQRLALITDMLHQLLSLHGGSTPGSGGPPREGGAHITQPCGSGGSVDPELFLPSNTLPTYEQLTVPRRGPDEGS
KCNQ1 pot: human KCNQ1 channel potentiation or activation | P51787 | CHO-K1 KCNQ1, thallium flux FluxOR fluorescence; stronger effect = higher value | B-score at 10 µM | 0.35% of 310,000 active | AID 2648;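 active = fluorescence ratio B-score, a plate-corrected score, at least three library SD, with initial intensity B-score within 5 SD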
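Schedule – 37 °C overnight plating, 90-min dark dye load, 20-min compound pretreatment · System – stable KCNQ1 CHO-K1 line · Probe or stimulus – thallium- and potassium-containing depolarizing buffer · Measured by – kinetic FluxOR fluorescence, 10 s baseline plus 110 s post-stimulus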
RGS4 pot: potentiators or activators of RGS4 | AID 463111 | HEK293 M3R/inducible RGS4, carbachol calcium flux Fluo4; stronger effect = lower value | B-score at 10 µM | 0.92% of 310,000 active;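 active = B-score of the integrated calcium signal more than 4 SD below the library mean, with starting fluorescence not abnormally high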;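 also: negative B-score means reduced calcium response which marks RGS4 activation or potentiation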
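test system = M3R-expressing HEK293 line, RGS4 induced by doxycycline | probe or stimulus = carbachol at ECmax as muscarinic agonist stimulus | timing = dye loading 30 min 37 °C, buffer rest 30 min RT | signal = calcium dye Fluo4 fluorescence | evaluation = B score from integrated fluorescence ratio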
HDAC3 inhib: blocks human histone deacetylase 3 | inhibition, % at 8.3 µM | recombinant HDAC3, fluorogenic peptide/trypsin coupled, fluorescence | 0.15% of 320,000 active; in the data active = inhibition above about 26%, passing the limit was not always enough; inconclusive = no clear call, values can overlap the other calls
ANO1 activ: activators or potentiators of mouse TMEM16A chloride channel; B-score at 10 µM; HEK293 TMEM16A/YFP-H148Q/I152L, iodide quench fluorescence; stronger effect = lower value; 0.3% of 340,000 active; Q8BHY3;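 active = fluorescence-ratio B-score plate-corrected deviation score at least 3 library SD below zero, with starting fluorescence score within 5 deviations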;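 also: channel opened by trigger with iodide after compound preincubation; score built on the fluorescence ratio of max minus min over baseline; more negative score means more quench and so TMEM16A activation or potentiation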
SKKanGAS inh: blocks kanamycin growth of S. pyogenes SKKanGAS strain. inhibition, % at 7.5 µM. 1.3% of 300,000 active. BacTiter-Glo, 6 h. AID 1662;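 active = mean replicate score, as percent of positive control median, at least 50; inconclusive = mean below 50 but one replicate at or above 50; inactive = mean and every replicate below 50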;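 also: strain carries kanamycin resistance gene driven by streptokinase promoter and grows in 40 µg/ml kanamycin; loss of luminescence reflects streptokinase promoter inhibition or plain growth inhibition; 0% = median of DMSO wells and 100% = positive control at its reference dose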
KCNK3 block: human KCNK3 channel inhibition, primary screen | B-score at 10 µM | 0.84% of 340,000 active | CHO-KCNK3 thallium flux, FluxOR fluorescence; stronger effect = lower value;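 active = B-score under library mean minus 4 SD, starting fluorescence ratio at most library mean plus 5 SD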;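 also: more negative B-score means stronger inhibition of thallium flux through KCNK3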
Target sequence (O14649 whole entry, looked up): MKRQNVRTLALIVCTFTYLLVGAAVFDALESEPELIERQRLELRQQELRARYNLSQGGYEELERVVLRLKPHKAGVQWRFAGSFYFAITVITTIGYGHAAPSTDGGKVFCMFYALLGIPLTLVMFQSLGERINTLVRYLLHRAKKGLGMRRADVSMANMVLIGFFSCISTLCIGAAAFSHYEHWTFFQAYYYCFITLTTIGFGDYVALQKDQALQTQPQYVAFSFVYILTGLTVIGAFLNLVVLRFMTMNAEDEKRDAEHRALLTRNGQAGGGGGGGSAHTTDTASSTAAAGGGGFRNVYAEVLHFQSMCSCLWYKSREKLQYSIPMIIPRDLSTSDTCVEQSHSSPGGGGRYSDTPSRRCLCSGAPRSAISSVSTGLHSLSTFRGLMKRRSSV
ANO1 block: blocks the mouse calcium-activated chloride channel TMEM16A; HEK293 TMEM16A/YFP iodide influx fluorescence, ionomycin; normalized B-score (activity score, 25-100; higher = stronger inhibition) at 10 µM; 1.2% of 310,000 active;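 active = ratio plate-corrected score three or more library SD toward inhibition, starting fluorescence score within five deviations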;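 also: score derived from kinetic fluorescence span divided by baseline fluorescence per well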
hERG rescue: compounds protecting human hERG from proarrhythmic drug block. Q12809. CHO-hERG, FluxOR thallium flux, dofetilide IC70 present. 0.51% of 310,000 active. activation (rescue from dofetilide block), less the hit threshold, % at 10 µM;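 active = activation above the mean of controls blocked by dofetilide plus 5 SD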;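 also: thallium influx through hERG after potassium depolarization seen as dye fluorescence rise; in these data hits start at about 4.7%; inactives centre near -7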
KCNK9 inh: inhibitors of human KCNK9 two-pore domain potassium channel; Q9NPC2; HEK293 KCNK9, FluxOR thallium flux fluorescence; stronger effect = lower value; B-score at 10 µM; AID 488922; 1.2% of 310,000 active;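 active = ratio B-score over 3 SD below the library mean, with starting fluorescence within 5 SD of its mean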;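 also: negative B-score means less thallium flux so channel inhibition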
* = called active by the depositor; i = inactive; u = inconclusive; x = not tested or not shown. Random draw from the library. Share with any hit: about 6.3%.

SMILES	RGS4 block	KCNQ1 inh	KCNQ1 pot	RGS4 pot	HDAC3 inhib	ANO1 activ	SKKanGAS inh	KCNK3 block	ANO1 block	hERG rescue	KCNK9 inh
CCCN(CCC)C(=O)Cn1c(=O)n(CCCCCC(=O)Nc2ccccc2)c(=O)c2sccc21	i	i	i	i	0.5	i	5.2	i	i	-7.2	i
COc1ccccc1CC(=O)NNC(=O)c1cccs1	i	i	i	i	-4.6	i	6.4	i	i	-17.9	i
Cc1ccc(-n2nc(C)c(NC(=O)CCl)c2C)cc1C	i	i	i	i	-2.0	i	-1.6	i	i	-13.0	i
CCOC(=O)CC1CCCCN1C(=O)c1cc(COc2cccc3cnccc23)on1 (stereo not given)	i	11*	i	i	-6.1	i	-3.6	i	25*	-19.1	i
COc1ccc(F)cc1S(=O)(=O)NCC(=O)NCc1cc(=O)n(C)c(=O)n1C	i	i	i	i	-2.3	i	-0.2	i	i	-9.2	i
O=C1CC(c2ccco2)Cc2nc(NCC3CCCO3)ncc21 (stereo not given)	i	i	i	i	4.4	i	-3.5	i	i	-0.6	i
CCC1=NC(c2ccc(OC)c(OC)c2)N(O)C1(C)C (stereo not given)	i	i	i	i	2.6	i	12.0	i	i	-3.9	i
O=c1cc(/C=C/c2cccs2)[nH]c2ccccc12	i	i	i	i	-4.9	i	-0.2	i	i	-10.8	i
COc1ccc2[nH]c(=O)c(CN(Cc3cccnc3)S(=O)(=O)c3ccccc3F)cc2c1	i	i	i	i	-1.8	i	-4.7	i	i	-9.4	i
COc1cccc(CNC(=O)C23CN(Cc4ccccc4)CC2C(c2ccc([N+](=O)[O-])cc2)=NO3)c1 (stereo not given)	i	i	i	i	2.7	i	15.5	i	i	-5.2	i
O=C(NCCCn1ccnc1)c1ccccc1F	i	i	i	i	-0.3	i	5.2	i	i	-4.6	i
Cc1nn(C)cc1C1C(C#N)=C(N)N(c2cccnc2)C2=C1C(=O)CCC2 (stereo not given)	i	i	i	i	5.5	i	-3.5	i	i	-6.8	i
COc1ccc(C2c3[nH]c4ccccc4c3C[C@H]3C(=O)N(C4CCN(Cc5ccccc5)CC4)CC(=O)N23)c(OC)c1 (stereo not given in full)	i	i	i	i	-0.5	i	-2.9	i	i	-12.9	i
CC(C)N(CCNC(=O)c1ccc(CS(=O)(=O)c2c(Cl)cccc2Cl)o1)Cc1ccccc1	i	i	i	i	1.4	i	4.4	i	i	-6.7	i
CN(CC(=O)c1c(N)n(C)c(=O)n(C)c1=O)c1ccccc1	i	i	i	i	-6.4	i	-2.4	i	i	-13.3	i
Cc1c(C(=O)O)sc2nc(CSc3nnc(-c4ccc(F)cc4)n3C)[nH]c(=O)c12	i	i	i	i	-3.1	i	-8.4	i	i	-1.6	i
O=C(c1c(F)cccc1F)N1CCC(n2nnc3cc(C(F)(F)F)ccc32)CC1	i	i	i	i	3.0	i	-2.8	i	i	-10.9	i
CC(C)c1nnc(NC(=O)C2CCCO2)s1 (stereo not given)	i	i	i	i	5.1	i	2.5	i	i	-5.1	i
COc1ccc(S(=O)(=O)Nc2cc3c(C(C)=O)c(C)oc3c3ccccc23)cc1	i	i	i	i	3.6	i	13.2	i	i	-10.9	-7.33*
CC1CCCC(NC(=O)COC(=O)COc2ccccc2Cl)C1C (stereo not given)	i	i	i	i	-6.0	i	-1.6	i	i	-6.8	i
CCN1CCN(CC(=O)Nc2ccc(OC(F)(F)F)cc2)CC1	i	i	i	i	1.3	i	0.2	i	i	-3.0	i
COc1ccc2c(c1)CCc1c(C(=O)NCCN3CCOCC3)noc1-2	i	i	i	i	9.3	i	3.3	i	i	-7.2	i
CCN(Cc1ccccc1)c1ccc(/C=N/N=C(N)N)cc1	i	i	i	i	-0.2	i	0.5	i	100*	-40.8	i
COc1ccc(OC)c2[nH]c(=O)c(CCNS(=O)(=O)c3ccccc3)cc12	i	i	i	i	-6.5	i	7.6	i	i	-9.7	i
CC(=O)c1ccc(NC(=O)c2cccs2)cc1	i	i	i	i	1.2	i	1.6	i	i	-12.2	i
CCN1CCN(C(=O)c2cc3cc(Cl)ccc3[nH]2)CC1	i	i	i	i	-8.1	i	-4.1	i	i	-4.8	i
O=C(Nc1ccccn1)c1ccc2ccccc2c1O	i	i	i	i	-1.5	i	-2.7	i	i	-3.3	i
C/C(=N\N=C\c1ccccc1)c1nnn(-c2nonc2N)c1C	i	i	i	i	2.3	i	-2.7	i	i	-6.7	i
COc1cccc(OCc2nc3c4cnn(-c5ccccc5)c4ncn3n2)c1	i	i	i	i	0.1	i	-5.2	i	i	-11.9	i
CCc1ccc(N(CC(=O)Nc2ccccc2C(=O)N2CCOCC2)S(C)(=O)=O)cc1	i	i	i	i	5.3	i	-1.4	i	i	-10.3	i
COC(=O)c1sc(OC)cc1OCc1ccc(C)cc1	i	i	i	i	-0.2	i	4.2	i	i	-7.9	i
COc1cc2nc(SCc3ccc(F)cc3)n(Cc3cccs3)c(=N)c2cc1OC	i	i	i	i	-10.1	i	13.6	i	i	-17.9	i
Cc1cc(C)nc(N2CCCC(C(=O)NCc3ccccc3)C2)n1 (stereo not given)	i	i	i	i	-7.1	i	-3.3	i	i	5.2*	i
O=C(CCc1nc2sc3c(c2c(=O)[nH]1)CCCC3)NCCc1ccc(F)cc1	i	i	i	i	-2.8	i	0.7	i	i	-2.4	i
COc1ccc(C(=S)NCS(=O)(=O)c2ccc(C)cc2)cc1	i	i	i	i	x	i	5.4	i	i	-6.2	i
CCCNC(=S)NCc1ccc(Cl)cc1	i	i	i	i	x	i	-8.9	i	i	-7.2	i
CN1CCCN(S(=O)(=O)c2ccc(Cl)c(Cl)c2)CC1	i	i	i	i	x	i	0.0	i	x	-10.0	i
S=c1[nH]nc(-c2ccc3ccccc3n2)n1-c1ccc2ncccc2c1	i	i	i	i	x	i	9.6	i	i	-9.0	i
O=C(COC(=O)c1cccc([N+](=O)[O-])c1)c1ccc2c(c1)OCO2	i	i	i	i	-6.8	x	-5.2	x	i	-10.9	i
COC(=O)C1CN(C(=O)COc2ccccc2)c2ccccc2O1 (stereo not given)	i	i	i	i	-10.8	i	5.4	i	i	-2.3	i
CCN(CCCNC(=O)CN1C(=O)COc2ccc(S(=O)(=O)N3CCC(C)CC3)cc21)Cc1ccccc1	i	i	i	i	2.0	i	3.2	i	i	-6.3	i
CCOC(=O)C1(CC2CC2)CCN(S(=O)(=O)C[C@]23CC[C@H](CC2=O)C3(C)C)CC1	i	i	i	i	-0.1	i	-0.1	i	i	-7.2	i
Fc1ccc(CSc2nnc(-c3ccncc3)o2)cc1	i	i	i	i	8.1	i	1.6	i	i	-11.4	i
CN(C)N(C)C(=O)C(O)(c1ccccc1)c1ccccc1	i	i	i	i	-2.5	i	0.3	i	i	-9.8	i
CN(CC(=O)Nc1ccc(F)cc1)C(=O)CCc1ccccc1	i	i	i	i	u	i	-0.8	i	i	-3.9	i
Cc1ccc(S(=O)(=O)N2CCN(C(=O)c3sccc3C)CC2)cc1	i	i	i	i	-0.1	i	10.0	i	i	-10.7	i
COc1ccc(-c2nc(N)n(C(=O)c3cccs3)n2)cc1	i	i	i	i	12.7	i	-0.9	i	i	-11.5	i
COc1ccc(-n2c(SC)nnc2-c2c[nH]c3ccccc23)cc1	i	i	i	i	1.8	i	1.8	i	i	-8.3	i
O=S(=O)(c1ccc(Br)cc1)N1CCCC1c1nc2ccccc2s1 (stereo not given)	i	i	i	i	1.8	i	8.0	i	i	-4.5	i
CCN(C(=O)COC(=O)CNS(=O)(=O)c1ccc2ccccc2c1)C1CCCCC1	i	i	i	i	5.3	i	13.3	i	i	-20.1	i
Cc1cc(N)c(NC2=CC(=O)CC(C)(C)C2)cc1C	i	i	i	i	8.5	i	11.8	i	i	-12.1	i
O=C(NCC1CCCO1)c1ccc(COCC(F)(F)C(F)F)cc1 (stereo not given)	i	i	i	i	3.0	i	4.3	i	i	-0.1	i
O=C(CCN1C(=O)/C(=C\c2ccc(F)cc2)SC1=S)Nc1ccccc1	i	i	i	i	0.1	i	-1.2	i	i	-5.1	i
Cc1ccc(N(C)C(=O)c2ccc(CNc3c(N4CCC(C)CC4)c(=O)c3=O)cc2)cc1	i	i	i	i	-2.9	i	5.2	i	i	-4.9	i
CCN(CC)c1ccc(/C=N/NC(=O)c2cc(C)nc3ccccc23)cc1	i	i	i	i	1.8	i	-0.6	i	i	-2.4	i
C=CCn1c(=O)c2ccccc2n2c(=S)[nH]nc12	i	i	i	i	4.7	i	9.8	i	i	-5.9	i
COC(=O)c1ccc(Cn2cc([N+](=O)[O-])cn2)cc1	i	i	i	i	-0.5	i	7.2	i	i	-5.5	i
CC(=O)N1Cc2ccccc2CC1C(=O)NCc1ccccc1F (stereo not given)	i	i	i	i	0.1	i	-2.0	i	i	-9.5	i
CC1CCCN(CCCNC(=O)C2CCC(CNS(=O)(=O)c3cccc4nsnc34)CC2)C1 (stereo not given)	i	i	i	i	3.1	i	-0.2	i	i	-13.6	i
COc1ccc(N2CCN(Cc3nc4c(c(=O)n(C)c(=O)n4C)n3CCc3ccccc3)CC2)cc1	i	i	i	i	-10.6	i	3.4	i	i	-6.1	i
(next part)
SMILES	RGS4 block	KCNQ1 inh	KCNQ1 pot	RGS4 pot	HDAC3 inhib	ANO1 activ	SKKanGAS inh	KCNK3 block	ANO1 block	hERG rescue	KCNK9 inh
O=C(Nc1sc2c(c1C(=O)NCc1ccco1)CCCC2)c1ccc2c(c1)OCO2	i	i	i	i	-2.8	i	4.4	i	i	-3.5	-10.5*
COc1c(O)cccc1[C@@H](O)C1CCN(CCc2ccc(F)cc2)CC1	i	i	i	i	7.2	i	0.4	i	i	-6.5	i
Cc1ccc(CN2CCC(NC(=O)c3ccccc3)CC2)cc1	i	i	i	i	-2.8	i	1.5	i	i	-6.1	i
CC(=O)c1c(C)[nH]c(C(=O)OCc2cccc(Cl)c2)c1C	i	i	i	i	5.3	i	4.0	i	i	-19.7	i
Cc1cc(O)c(N)c(C)c1Cl	i	i	i	i	5.8	i	-1.6	i	i	-5.7	i
NS(=O)(=O)c1ccc(NC(=S)N2CCN(Cc3ccc4c(c3)OCO4)CC2)cc1	i	i	i	i	4.6	i	-4.2	i	i	-21.1	i
O=C(Nc1ccccc1)C1CCCN1S(=O)(=O)c1ccc(Br)cc1 (stereo not given)	i	i	i	i	7.1	i	9.5	i	i	-3.9	i
COC(=O)[C@@H]1C[C@@]2(O)[C@H](O)[C@H](O)[C@H](O)C[C@H]2N1Cc1ccc(C)s1	i	i	i	i	-4.5	i	-0.1	i	i	-7.3	i
Cc1ccc(CNCCC2=CCCCC2)cc1	i	i	i	i	-2.7	i	0.7	i	i	-14.8	i
COc1ccc(Cl)cc1NS(=O)(=O)c1cn(C)nc1C	i	i	i	i	11.6	i	7.8	i	i	-5.5	i
